Screening results: PubChem, several laboratories
NTR1 ag = agonists of NTR1, primary screen, imaging, U2OS cells, beta-arrestin-GFP, high content (AID 493036) | Neurotensin receptor type 1 (Homo sapiens), P30989 | NTR1-U2OS beta-arrestin-GFP spot imaging, agonist mode | activation, % at 20 µM | hit rate 0.17% among 330,000;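 active = activation at or above 40% of the spot to cytoplasm intensity ratio, with at least 20 cells analyzed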;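 also: 0% = DMSO without peptide and 100% = 100 nM NTR1 peptide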
Target sequence (P30989 whole entry, looked up): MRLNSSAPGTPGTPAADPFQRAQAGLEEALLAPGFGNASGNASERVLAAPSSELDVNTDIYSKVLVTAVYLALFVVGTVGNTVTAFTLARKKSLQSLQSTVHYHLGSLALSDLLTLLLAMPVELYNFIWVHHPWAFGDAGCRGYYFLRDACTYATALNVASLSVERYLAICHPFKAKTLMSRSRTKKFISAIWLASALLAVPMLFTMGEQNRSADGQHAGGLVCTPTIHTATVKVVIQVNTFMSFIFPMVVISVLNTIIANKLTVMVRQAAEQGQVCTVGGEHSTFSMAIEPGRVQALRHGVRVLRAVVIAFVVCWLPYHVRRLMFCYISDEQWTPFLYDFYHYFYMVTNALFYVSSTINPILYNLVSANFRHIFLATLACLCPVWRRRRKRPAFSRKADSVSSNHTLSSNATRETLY
Rac1 GTP hydrolysis = MgcRacGAP GTPase-activating activity inhibitors, confirmation, biochemical, ADP Hunter fluorescence; AID 624330, 2012; inhibition, % at 30 µM, or IC50 in µM where a hit was titrated; hit rate 0.6% among 340,000; MgcRacGAP-stimulated Rac1 GTP hydrolysis, ADP Hunter fluorescence; higher % means a stronger effect; GST-tagged Rac1 F28L mutant substrate; Rac GTPase-activating protein 1 (Homo sapiens);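 active = first-screen hits whose inhibition reached a set limit at any dose in the follow-up dose series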;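 also: fluorescence reports GDP produced by GAP-driven GTP hydrolysis; strong numbers were not always called active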
HIV peptide binding = inhibitors of HIV fusion peptide binding, primary screen, biochemical, uHTS, fluorescence dequenching (AID 1986). one-dose inhibition, % at 20 µM; IC50 in µM for titrated hits. cell-free peptide binding, fluorescence dequenching, 30 min; higher % means a stronger effect. hit rate 0.3% among 290,000; in the data active = inhibition mostly above about 52%, no sharp cut-off; inactive = mostly below about 76%; also: some results filed as inactive read as strong as hits
GPR55 antagonists = GPR55 antagonists blocking LPI-driven arrestin recruitment, primary screen, imaging, U2OS, beta-arrestin-GFP, LPI agonist (AID 2013) | U2OS GPR55 beta-arrestin-GFP translocation imaging, LPI antagonism; higher % means a stronger effect | inhibition, % at 10 µM, or IC50 in µM where a hit was titrated | hit rate 0.13% among 290,000;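 active = spots per cell inhibited over 60%, with over 100 cells counted and total cytoplasm intensity under 500,000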;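 also: U2OS cells stably carrying GPR55 and arrestin-GFP stimulated by 5 µM LPI near EC80; imaged beta-arrestin-GFP aggregate spots per cell after agonist stimulation; plate controls were LPI-stimulated DMSO wells for no effect and DMSO wells without LPI for full effect; some results filed as inactive read as strong as hits; confirmed hits need IC50 under 10 µM and bright autofluorescent wells are also inconclusive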
Siah-1 displacement = Siah-1 peptide-binding antagonists, primary screen, biochemical, fluorescence polarization, rhodamine-plectin, uHTS (AID 1817); one-dose displacement, % at 20 µM; IC50 in µM for titrated hits; E3 ubiquitin-protein ligase SIAH1 (Homo sapiens); hit rate 0.02% among 290,000; Siah-1 / rhodamine-plectin peptide fluorescence polarization; higher % means a stronger effect;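 active = displacement of at least 50% at 20 µM, with a fluorescence ratio check between 0.3 and a set limit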;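 also: plate controls were Siah plus tracer with DMSO for no effect and tracer alone without Siah for full effect; strong numbers were not always called active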
LYP inhibition = inhibitors of LYP phosphatase, biochemical, fluorescence intensity, uHTS (AID 1779); inhibition, % at 11.5 µM; hits with a dose series show IC50 in µM; Tyrosine-protein phosphatase non-receptor type 22 (Homo sapiens); hit rate 0.054% among 290,000; recombinant LYP phosphatase, fluorescence intensity; higher % means a stronger effect; in the data active = inhibition above about 50%;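 also: plate controls were vehicle with enzyme for no effect and no enzyme for full effect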
GPR35 antagonists = GPR35 antagonists blocking zaprinast-driven arrestin recruitment, primary screen, imaging, U2OS, beta-arrestin-GFP, zaprinast agonist (AID 2058); G-protein coupled receptor 35 (Homo sapiens); U2OS GPR35 beta-arrestin-GFP translocation imaging, zaprinast antagonism; higher % means a stronger effect; inhibition, % at 10 µM; hits with a dose series show IC50 in µM; hit rate 0.052% among 290,000;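 active = inhibition of at least 50% with at least 30 cells and total cytoplasm GFP at most 10,000,000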
Myeloid diff 2 = induction of myeloid progenitor differentiation, primary screen, cell-based, flow cytometry, MLPCN library; hit rate 1% among 360,000; calls only at 10 µM; ER-HoxA9 myeloid progenitors, lysozyme-GFP differentiation;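 active = normalized GFP-positive differentiation at or above the plate's own cutoff, the solvent-only control mean plus 3 SD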;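 also: cells exposed to compound for four days before flow analysis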
Salmonella PhoP GFP = inhibitors of PhoP regulon expression, primary screen, Salmonella Typhimurium, GFP reporter (AID 1863). S. Typhimurium PhoP-regulated promoter GFP reporter, 4 h; higher % means a stronger effect. one-dose inhibition, % at 50 µM; IC50 in µM for titrated hits. hit rate 0.16% among 300,000;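 active = inhibition over 29.93%, a cutoff 3 SD above the screen mean, later confirmed by dose response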;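 also: 0% = low Mg2+ inducing control and 100% = high Mg2+ repressing control; strong numbers were not always called active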
NTR1 ag cell count 20 µM = recorded beside NTR1 ag, whose call it bears; cell count; measured here: cell count, cytotoxicity flag
Myeloid diff 2 GFP+ MAC1+ % = further read-out of Myeloid diff 2, marked with its call; GFP+ MAC1+ double positive, %; measured here: differentiation confirmed by MAC1 staining
The depositor's hits bear a star.

Results for O=C(CNC(=O)C1COc2ccccc2O1)N/N=C\c1ccc(Br)cc1 (configuration not stated) ?
NTR1 ag: 1.2; Rac1 GTP hydrolysis: 3.6%; HIV peptide binding: 0.9%; GPR55 antagonists: -8.9%; Siah-1 displacement: -2.1%; LYP inhibition: -5.9%; GPR35 antagonists: 0.0%; Myeloid diff 2: inactive; Salmonella PhoP GFP: 5.4%; NTR1 ag cell count 20 µM: 62; Myeloid diff 2 GFP+ MAC1+ %: 0.0

How did COc1ccc(-n2nc(C(=O)NCC(=O)N3CCN(c4ccccn4)CC3)c3ccccc3c2=O)cc1Cl do in these assays?
NTR1 ag: 1.2; Rac1 GTP hydrolysis: -5.2%; HIV peptide binding: 1.7%; GPR55 antagonists: 4.2%; Siah-1 displacement: 4.5%; LYP inhibition: -0.5%; GPR35 antagonists: -21.5%; Salmonella PhoP GFP: 8.8%; NTR1 ag cell count 20 µM: 53

Results for COc1cc(/C=N/NC(=O)c2nnn(-c3nonc3N)c2C(C)C)ccc1OCc1ccccc1 ?
NTR1 ag: 5.6; Rac1 GTP hydrolysis: 12.2%; HIV peptide binding: 1.0%; GPR55 antagonists: 6.0%; Siah-1 displacement: 4.1%; LYP inhibition: 6.1%; GPR35 antagonists: -14.2%; Myeloid diff 2: inactive; Salmonella PhoP GFP: 0.0%; NTR1 ag cell count 20 µM: 68; Myeloid diff 2 GFP+ MAC1+ %: 0.6

How did COc1ccc(-c2cc3nc4c(c(=O)n3[nH]2)CCC4)cc1 do in these assays?
NTR1 ag: -1.7; Rac1 GTP hydrolysis: 6.5%; HIV peptide binding: -1.2%; GPR55 antagonists: 16.1%; Siah-1 displacement: -1.9%; LYP inhibition: -8.1%; GPR35 antagonists: 7.5%; Myeloid diff 2: inactive; Salmonella PhoP GFP: 11.3%; NTR1 ag cell count 20 µM: 95; Myeloid diff 2 GFP+ MAC1+ %: 1.0

How did COc1ccc(CNC(=O)C2Cc3ccccc3CN2C(=O)c2ccco2)cc1 (configuration not stated) do in these assays?
NTR1 ag: -1.7; Rac1 GTP hydrolysis: 2.6%; HIV peptide binding: 1.6%; GPR55 antagonists: 11.3%; Siah-1 displacement: 2.7%; LYP inhibition: -2.1%; GPR35 antagonists: 9.7%; Myeloid diff 2: inactive; Salmonella PhoP GFP: -0.5%; NTR1 ag cell count 20 µM: 32; Myeloid diff 2 GFP+ MAC1+ %: 0.5

Results for CC(C)N(C(=NCc1ccccc1)NC(=O)c1ccccc1)C(C)C ?
NTR1 ag: 1.9; Rac1 GTP hydrolysis: 9.9%; Myeloid diff 2: inactive; Salmonella PhoP GFP: -2.8%; NTR1 ag cell count 20 µM: 97; Myeloid diff 2 GFP+ MAC1+ %: 2.3

How did Cc1cccc(-n2c(SCC(=O)NCc3ccc4c(c3)OCO4)nc3ccccc3c2=O)c1 do in these assays?
NTR1 ag: -1.4; Rac1 GTP hydrolysis: 6.0%; HIV peptide binding: 0.3%; GPR55 antagonists: 8.8%; Siah-1 displacement: 0.4%; LYP inhibition: -13.3%; GPR35 antagonists: -2.8%; Myeloid diff 2: inactive; Salmonella PhoP GFP: 5.8%; NTR1 ag cell count 20 µM: 46; Myeloid diff 2 GFP+ MAC1+ %: 0.5

Results for C/C=C(\C)C(=O)N1CC2(CC(c3cccc(NC(=O)COc4ccc(Cl)cc4)c3)=NO2)C[C@@H]1C(N)=O (some centres not stated) ?
NTR1 ag: -4.4; Rac1 GTP hydrolysis: 2.9%; HIV peptide binding: 0.3%; GPR55 antagonists: -0.1%; Siah-1 displacement: 8.8%; LYP inhibition: -10.5%; GPR35 antagonists: 10.1%; Myeloid diff 2: inactive; Salmonella PhoP GFP: 5.6%; NTR1 ag cell count 20 µM: 57; Myeloid diff 2 GFP+ MAC1+ %: 2.9

How did CCCCCCOc1ccc(C(=O)O)cc1 do in these assays?
NTR1 ag: 0.4; Rac1 GTP hydrolysis: 14.3%; HIV peptide binding: -2.3%; GPR55 antagonists: 11.9%; Siah-1 displacement: 0.9%; LYP inhibition: -7.6%; GPR35 antagonists: 9.0%; Myeloid diff 2: inactive; Salmonella PhoP GFP: -7.5%; NTR1 ag cell count 20 µM: 52; Myeloid diff 2 GFP+ MAC1+ %: 0.2

Results for CCN(CC)C(=O)/C(=C\c1cccc([N+](=O)[O-])c1)NC(=O)c1ccco1 ?
NTR1 ag: 6.0; Rac1 GTP hydrolysis: 6.9%; HIV peptide binding: 1.3%; GPR55 antagonists: 10.7%; Siah-1 displacement: 4.5%; LYP inhibition: 3.9%; GPR35 antagonists: 2.9%; Myeloid diff 2: inactive; Salmonella PhoP GFP: 5.6%; NTR1 ag cell count 20 µM: 76; Myeloid diff 2 GFP+ MAC1+ %: 1.1

How did Cc1ccc(C(=O)NCC(=O)OCCCOC(=O)CNC(=O)c2ccc(C)cc2)cc1 do in these assays?
NTR1 ag: -0.4; Rac1 GTP hydrolysis: 5.2%; Myeloid diff 2: inactive; Salmonella PhoP GFP: 2.2%; NTR1 ag cell count 20 µM: 67; Myeloid diff 2 GFP+ MAC1+ %: 0.9

Results for CC(NC(=O)c1ccc(C#N)cc1)C1CC2CCC1C2 (configuration not stated) ?
NTR1 ag: 0.2; Rac1 GTP hydrolysis: 0.8%; HIV peptide binding: 2.5%; GPR55 antagonists: 0.3%; Siah-1 displacement: 1.0%; LYP inhibition: -4.6%; GPR35 antagonists: 0.3%; Myeloid diff 2: inactive; Salmonella PhoP GFP: -5.3%; NTR1 ag cell count 20 µM: 34; Myeloid diff 2 GFP+ MAC1+ %: 1.0

Results for O=C(O)CC(NS(=O)(=O)c1c(F)cc(F)cc1Br)c1ccccc1Cl (configuration not stated) ?
NTR1 ag: -0.5; Rac1 GTP hydrolysis: 7.3%; HIV peptide binding: 0.2%; GPR55 antagonists: 15.9%; Siah-1 displacement: -2.0%; LYP inhibition: 2.1%; GPR35 antagonists: 14.3%; Myeloid diff 2: inactive; Salmonella PhoP GFP: -2.1%; NTR1 ag cell count 20 µM: 78; Myeloid diff 2 GFP+ MAC1+ %: 0.4

How did CCOC(=O)C1CCCN(CCC(=O)Nc2ccccc2)C1 (configuration not stated) do in these assays?
NTR1 ag: 0.0; Rac1 GTP hydrolysis: 10.3%; HIV peptide binding: 0.4%; GPR55 antagonists: 3.1%; Siah-1 displacement: -0.2%; LYP inhibition: -10.7%; GPR35 antagonists: -17.9%; Myeloid diff 2: inactive; Salmonella PhoP GFP: 9.7%; NTR1 ag cell count 20 µM: 50; Myeloid diff 2 GFP+ MAC1+ %: 1.2

What do the screens show for `COCCn1c(C)cc(/C=C(\C#N)C(=O)OC(C)C(=O)Nc2ccc(NC(C)=O)cc2)c1C` (configuration not stated)?
NTR1 ag: 7.6; Rac1 GTP hydrolysis: 5.8%; Myeloid diff 2: inactive; Salmonella PhoP GFP: -0.9%; NTR1 ag cell count 20 µM: 80; Myeloid diff 2 GFP+ MAC1+ %: 0.8

What do the screens show for `CC1=Nc2ccc3ccccc3c2C1(C)C`?
NTR1 ag: -1.1; Rac1 GTP hydrolysis: 2.1%; HIV peptide binding: 26.0%; GPR55 antagonists: 6.7%; Siah-1 displacement: 15.5%; LYP inhibition: -5.7%; GPR35 antagonists: -3.3%; Myeloid diff 2: active; Salmonella PhoP GFP: 5.0%; NTR1 ag cell count 20 µM: 47; Myeloid diff 2 GFP+ MAC1+ %: 0.8*

How did NC(=O)CS(=O)(=O)c1nc2ccccc2n1Cc1ccccn1 do in these assays?
NTR1 ag: -0.7; Rac1 GTP hydrolysis: 4.7%; HIV peptide binding: -1.6%; GPR55 antagonists: 5.4%; Siah-1 displacement: 8.5%; LYP inhibition: -6.3%; GPR35 antagonists: -11.2%; Myeloid diff 2: inactive; Salmonella PhoP GFP: -1.4%; NTR1 ag cell count 20 µM: 63; Myeloid diff 2 GFP+ MAC1+ %: 1.0

Results for O=C(NC1CCN(Cc2cccc([N+](=O)[O-])c2)CC1)c1ccccc1 ?
NTR1 ag: -2.1; Rac1 GTP hydrolysis: 0.1%; HIV peptide binding: -1.0%; GPR55 antagonists: -1.6%; Siah-1 displacement: -5.1%; LYP inhibition: -7.7%; GPR35 antagonists: 4.0%; Myeloid diff 2: inactive; Salmonella PhoP GFP: 9.7%; NTR1 ag cell count 20 µM: 75; Myeloid diff 2 GFP+ MAC1+ %: 0.5

What do the screens show for `Cc1cc2oc(=O)cc(Cn3ccnc3)c2cc1C`?
NTR1 ag: 0.4; Rac1 GTP hydrolysis: 5.7%; HIV peptide binding: 4.2%; GPR55 antagonists: -0.8%; Siah-1 displacement: -2.7%; LYP inhibition: -3.1%; GPR35 antagonists: 7.3%; Myeloid diff 2: inactive; Salmonella PhoP GFP: 10.8%; NTR1 ag cell count 20 µM: 79; Myeloid diff 2 GFP+ MAC1+ %: 0.9

Results for COc1cccc(CC(C(=O)Nc2cc(C)ccc2C)c2nn[nH]n2)c1OC (configuration not stated) ?
NTR1 ag: -0.9; Rac1 GTP hydrolysis: -13.8%; HIV peptide binding: 2.0%; GPR55 antagonists: 11.4%; Siah-1 displacement: 0.3%; LYP inhibition: 2.0%; GPR35 antagonists: -8.5%; Myeloid diff 2: inactive; Salmonella PhoP GFP: -12.2%; NTR1 ag cell count 20 µM: 82; Myeloid diff 2 GFP+ MAC1+ %: 2.3

What do the screens show for `O=CN(CCN(C=O)CN1CCCCC1)CN1CCCCC1`?
NTR1 ag: 0.5; Rac1 GTP hydrolysis: 6.0%; HIV peptide binding: 5.9%; GPR55 antagonists: -4.0%; Siah-1 displacement: -1.9%; LYP inhibition: -0.2%; GPR35 antagonists: -3.6%; Myeloid diff 2: inactive; Salmonella PhoP GFP: -3.0%; NTR1 ag cell count 20 µM: 37; Myeloid diff 2 GFP+ MAC1+ %: 0.7

What do the screens show for `Cc1nnc(Sc2nc3c(c(=O)[nH]c(=O)n3C)n2CCCc2ccccc2)s1`?
HIV peptide binding: 1.7%; GPR55 antagonists: 4.0%; Siah-1 displacement: -0.3%; LYP inhibition: 1.9%; GPR35 antagonists: 2.7%; Salmonella PhoP GFP: 2.5%
